inhibitors of VEEV: inhibitors of VEEV TC-83 cytopathic effect, confirmation, Vero cells (AID 588727); Vero cells, VEEV TC-83 cytopathic effect inhibition; higher % means a stronger effect; hit rate 0.13% among 350,000; inhibition, % at 20 µM; hits with a dose series show IC50 in µM; in the data active = a potency from the dose series; inconclusive = inhibition mostly from about 14% at the one dose, without a potency; inactive = the rest, 99 in 100 with inhibition below about 12%; note: strong numbers were not always called active
Salmonella PhoP GFP: PhoP regulon inhibitors, Salmonella typhi PhoP promoter GFP reporter, confirmatory (AID 1850); Salmonella Typhi PhoP-promoter GFP reporter, fluorescence, 4 h; higher % means a stronger effect; inhibition, % at 50 µM, or IC50 in µM where a hit was titrated; hit rate 0.33% among 310,000; in the data active = a potency from the dose series; inconclusive = inhibition mostly from about 25% at the one dose, without a potency; inactive = the rest, 99 in 100 with inhibition below about 19%;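 note: 0% = induced wells with vehicle and 100% = uninduced wells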
H1N1 NS1A inhibition: NS1A inhibition, H1N1 influenza, cell based functional assay (AID 504329); NS1A functional cell-based assay, percent inhibition; higher % means a stronger effect; inhibition, % at 12.5 µM, or IC50 in µM where a hit was titrated; hit rate 0.3% among 340,000; in the data active = a potency from the dose series; inconclusive = inhibition above about 27% without an active follow-up result; note: strong numbers were not always called active
H37Rv inhibition: M. tuberculosis growth inhibition, HTS (AID 449762) | inhibition, % at 25 µM, or IC50 in µM where a hit was titrated | hit rate 0.59% among 330,000 | M. tuberculosis H37Rv growth inhibition, 7H9 media; higher % means a stronger effect; in the data active = a potency from the dose series; inconclusive = inhibition above about 70% without an active follow-up result;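 note: bacterial growth assessed after seven days of incubation; strong numbers were not always called active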
M. tuberculosis: growth inhibition of non-replicating M. tuberculosis (AID 488890); Mycobacterium tuberculosis non-replicating, growth inhibition; higher % means a stronger effect; inhibition, % at 25 µM; hits with a dose series show IC50 in µM; hit rate 0.39% among 320,000; in the data active = a potency from the dose series; inconclusive = inhibition mostly from about 82% at the one dose, without a potency; inactive = the rest, 99 in 100 with inhibition below about 76%;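 note: plate controls were DMSO cells for no effect and high antibiotic wells for full effect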
inhibitors of VEEV 10K pilot screen: recorded beside inhibitors of VEEV, whose call it bears; inhibition, %; measured here: 10K pilot screen inhibition
* marks the source's active call; other numbers are inactive results; i = inactive; ? = inconclusive; · = not tested or not shown.

SMILES | inhibitors of VEEV | Salmonella PhoP GFP | H1N1 NS1A inhibition | H37Rv inhibition | M. tuberculosis | others
CCn1c(=O)c2cc(C(=O)NCCN3CCOCC3)sc2c2ccccc21 | 5.3% | -7% | 3% | 4% | -14%
CC(NC(=O)CNC(=O)c1ccccc1Br)c1cccs1 (stereo not given) | 0.8% | · | -16% | · | ·
O=C(CCc1nnc(COc2ccccc2)o1)NC1(c2ccccc2)CC1 | 4.6% | -2% | -3% | 5% | 13%
CC1CCCCN1S(=O)(=O)c1ccc(NC(=O)c2cccs2)cc1 (stereo not given) | 0.8% | -4% | -3% | 3% | 14%
NC(N)=N/N=C/c1ccc(OCc2ccc(Cl)cc2)cc1 | i | 36µM* | 20% | 37% | ?
O=C(N/N=C/c1c(O)n(Cc2ccccc2)c(=O)c2ccccc12)c1cccnc1 | 2.0% | -2% | -1% | 2% | 41%
COc1cc(Cl)ccc1OCc1cc(C(=O)NC2CCc3ccccc32)no1 (stereo not given) | 1.5% | 9% | -9% | 3% | -13%
N#C/C(=C\c1ccco1)c1nc2ccccc2s1 | 1.2% | -6% | 7% | 3% | 1%
COc1cccc(C(=O)NC(=S)Nn2cnnc2)c1OC | 0.4% | 8% | 5% | 1% | 12%
c1cc(-c2cn(C[C@H]3CC[C@@H]([C@@H]4CC[C@H](Cn5cc(-c6ccsc6)nn5)O4)O3)nn2)cs1 | 0.5% | -5% | -9% | 8% | 12%
COc1ccccc1NS(=O)(=O)c1ccc2oc(SCc3ccc(C#N)cc3)nc2c1 | 1.8% | 2% | -4% | 7% | 0%
COc1ccccc1CC(=O)Nc1ccc(S(=O)(=O)N2CCCCC2)cc1 | 4.6% | 6% | 4% | 1% | 11%
CCOc1ncccc1C(=O)Nc1nc(C(C)(C)C)cs1 | 9.0% | 6% | -11% | -6% | 20%
NC(=O)NC(=O)COC(=O)CN1C(=O)C2CCCCC2C1=O (stereo not given) | i | -11% | -4% | 2% | -14%
Cc1c(NC(=O)COC(=O)Cc2ccc(F)cc2)c(=O)n(-c2ccccc2)n1C | 0.4% | 6% | -7% | -7% | -22%
O=C(CCc1ccccc1)C(=O)N1CCCC(C(=O)c2cccc(Cl)c2)C1 (stereo not given) | 3.1% | -22% | 4% | 3% | 21%
CCc1ccccc1NC(=O)CCNS(=O)(=O)c1ccc2c(c1)CCC(=O)N2 | 0.0% | 9% | -3% | 6% | -8%
CN1CC(=O)Nc2ccc(F)cc2C1=O | 0.5% | -3% | -22% | -6% | -19%
O=C(CN1CCCC1)Nc1ccc(S(=O)(=O)N2CCCCC2)cc1 | 2.7% | -8% | 9% | 1% | -9%
CNC(=S)/N=C/NOCc1ccc(Cl)cc1Cl | i | 1% | -4% | ? | ?
Cc1nn2c(=O)cc(COC(=O)c3ccc(NC(=O)C(C)(C)C)cc3)nc2s1 | 1.0% | -3% | -4% | 1% | -4%
O=[N+]([O-])c1ccc(COc2ccccc2CN2CCCCC2)cc1 | i | · | -18% | · | ·
COC(=O)/C=C1\OC(c2ccccc2)=CC1=O | · | -5% | · | 1% | 43%
O=C(Cn1cncn1)N/N=C/c1c2ccccc2cc2ccccc12 | 2.9% | -3% | -3% | 2% | 22%
CC1(C)C([N+](=O)[O-])C(c2ccc(O)cc2)NC(c2ccc(O)cc2)C1[N+](=O)[O-] (stereo not given) | 1.0% | -6% | -7% | -4% | 8%
Cc1ccnc(NC(=O)CNC(=O)c2ccco2)c1 | 1.0% | 12% | -7% | -4% | -39%
CCOc1ccc(CCNC(=O)CCc2nc3ccccc3[nH]2)cc1OCC | 33% | -8% | -2% | 4% | 9%
Cc1ccc(NCN2C(=O)C3C4C=CC(C4)C3C2=O)cc1 (stereo not given) | 1.8% | 7% | 1% | -4% | 64%
CCCCC[C@@H]1C=C(C(=O)O)[C@H](c2ccc(F)cc2)N1S(=O)(=O)c1ccc(C)cc1 | 0.4% | · | -9% | -2% | 20%
CC(=O)c1nn(-c2ccc(Br)cc2)cc1C(=O)c1ccccc1 | 1.9% | -7% | -11% | 12% | -25%
Cc1ccc(-n2ncc3c(=O)[nH]c(SCC(=O)N4CCOCC4)nc32)cc1 | i | -9% | 8% | -7% | 4%
CCC1CN(C(=O)N2CCC(C(=O)NCCc3ccc(OC)cc3OC)CC2)c2ccccc2O1 (stereo not given) | 11% | 6% | 4% | -4% | 33%
CC(=O)Nc1cc(C(=O)c2ccccc2)ccc1N1CCOCC1 | 1.1% | -15% | 2% | -2% | 8%
Cc1ccc(-c2c3c(=O)n(C)c(=O)n(C)c3cn2-c2ccccc2O)cc1 | 0.7% | -3% | 5% | -3% | 14% | inhibitors of VEEV 10K pilot screen=1.1
COc1ccc2ccccc2c1/C=N/NC(=O)c1cc(C)[nH]n1 | 12% | -10% | 0% | -7% | 5%
COC(=O)c1c[nH]n2c(=O)cc(CCl)nc12 | 0.1% | -1% | -3% | 10% | 53%
CC(Oc1cccc(Br)c1)C(=O)N1CCCN(C)CC1 (stereo not given) | 3.2% | -12% | -9% | -4% | 5%
COc1ccc2c(C)cc(C)nc2n1 | 0.2% | -3% | 16% | -10% | -8%
CCOc1ccccc1OCC(=O)Nc1ccc(N2CCOCC2)cc1N1CCOCC1 | 6.9% | · | -6% | · | ·
S=C1NCN(C2CCCCC2)CN1CCc1ccccc1 | i | 1% | · | 2% | ?
S=C(N/N=C/c1ccc2ncccc2c1)Nc1ccccc1 | 9.8% | -7% | -4% | -4% | -2%
CC(C)C[C@H](N)C(=O)N1CCC(C(=O)N[C@H](C(=O)NC(C)c2ccccc2)C(C)C)CC1 (stereo not given in full) | 0.9% | 8% | 3% | 5% | -3%
O=C1C2CC(O)CN2C(=O)N1c1ccccc1 (stereo not given) | 0.4% | -5% | -4% | -6% | -2%
CC1CC1C(=O)Nc1nc(-c2ccccn2)cs1 (stereo not given) | 3.5% | -4% | 15% | ? | ?
Cc1ccc2c(c1)CC(C)N2S(=O)(=O)c1nnc(NC(=O)CC(C)C)s1 (stereo not given) | i | -19% | 12% | -3% | 0%

Sorted by count of non-hydrogen atoms (low to high): 16 of the compounds above
SMILES | inhibitors of VEEV | Salmonella PhoP GFP | H1N1 NS1A inhibition | H37Rv inhibition | M. tuberculosis | others
COc1ccc2c(C)cc(C)nc2n1 | 0.2% | -3% | 16% | -10% | -8%
COC(=O)c1c[nH]n2c(=O)cc(CCl)nc12 | 0.1% | -1% | -3% | 10% | 53%
O=C1C2CC(O)CN2C(=O)N1c1ccccc1 (stereo not given) | 0.4% | -5% | -4% | -6% | -2%
CC1CC1C(=O)Nc1nc(-c2ccccn2)cs1 (stereo not given) | 3.5% | -4% | 15% | ? | ?
Cc1ccnc(NC(=O)CNC(=O)c2ccco2)c1 | 1.0% | 12% | -7% | -4% | -39%
CC(Oc1cccc(Br)c1)C(=O)N1CCCN(C)CC1 (stereo not given) | 3.2% | -12% | -9% | -4% | 5%
S=C1NCN(C2CCCCC2)CN1CCc1ccccc1 | i | 1% | · | 2% | ?
S=C(N/N=C/c1ccc2ncccc2c1)Nc1ccccc1 | 9.8% | -7% | -4% | -4% | -2%
CC(=O)c1nn(-c2ccc(Br)cc2)cc1C(=O)c1ccccc1 | 1.9% | -7% | -11% | 12% | -25%
CC(=O)Nc1cc(C(=O)c2ccccc2)ccc1N1CCOCC1 | 1.1% | -15% | 2% | -2% | 8%
Cc1ccc2c(c1)CC(C)N2S(=O)(=O)c1nnc(NC(=O)CC(C)C)s1 (stereo not given) | i | -19% | 12% | -3% | 0%
Cc1ccc(-c2c3c(=O)n(C)c(=O)n(C)c3cn2-c2ccccc2O)cc1 | 0.7% | -3% | 5% | -3% | 14% | inhibitors of VEEV 10K pilot screen=1.1
CCOc1ccc(CCNC(=O)CCc2nc3ccccc3[nH]2)cc1OCC | 33% | -8% | -2% | 4% | 9%
CCCCC[C@@H]1C=C(C(=O)O)[C@H](c2ccc(F)cc2)N1S(=O)(=O)c1ccc(C)cc1 | 0.4% | · | -9% | -2% | 20%
CCOc1ccccc1OCC(=O)Nc1ccc(N2CCOCC2)cc1N1CCOCC1 | 6.9% | · | -6% | · | ·
CCC1CN(C(=O)N2CCC(C(=O)NCCc3ccc(OC)cc3OC)CC2)c2ccccc2O1 (stereo not given) | 11% | 6% | 4% | -4% | 33%

Further entries.
SMILES | inhibitors of VEEV | Salmonella PhoP GFP | H1N1 NS1A inhibition | H37Rv inhibition | M. tuberculosis | others
CC(=O)N1CCN(S(=O)(=O)c2cccc(C(=O)Nc3ccc(F)c(F)c3)c2)CC1 | i | -5% | -6% | 0% | 1%
O=C(NCC(=O)N(c1ccccc1)C(C(=O)NC1CCCC1)c1ccncc1)c1ccco1 (stereo not given) | 1.9% | -14% | 0% | -9% | -4%
CCOC(=O)C1=C(c2ccccc2)c2ccccc2OC1C(=O)OCC (stereo not given) | 2.8% | · | -14% | · | ·
CN1CCN(C(=O)c2ccc(CN(c3ccccc3)S(=O)(=O)c3ccccc3)cc2)CC1 | 0.5% | 4% | -10% | -8% | 1%
Cc1ccccc1C(=O)c1cccn1CC(=O)NCc1ccco1 | 1.8% | -2% | 2% | 2% | -7%
CSc1cccc(NC(=O)CCNS(=O)(=O)c2ccc3[nH]c(=O)oc3c2)c1 | 1.0% | 9% | -6% | -3% | ·
c1ccc2cc(N3CCCCC3)ccc2c1 | 2.4% | · | 5% | · | ·
COc1ccc(N2C(=O)CSC23C(=O)N2CCCc4cccc3c42)cc1 (stereo not given) | 0.8% | 11% | 6% | 0% | -5%
Cc1ccc(S(=O)(=O)N(C)C)cc1NC(=O)CSc1ncn[nH]1 | 1.6% | 5% | -2% | -10% | -10%
Cc1ccccc1C(OCC(O)CN1CCC(C(N)=O)CC1)c1ccccc1 (stereo not given) | 3.0% | 0% | -6% | 13% | 4%
CC(C)[C@H](NS(=O)(=O)/C=C/c1ccccc1)C(=O)OCC(=O)NC(N)=O | 1.6% | 3% | -11% | 4% | 1%
CC(=O)Nc1ccccc1-c1nc2ccccc2nc1OCC(=O)c1ccc(Br)cc1 | 0.3% | 1% | -3% | -2% | -5%
Cc1ccc(-n2cccc2/C=C2/C(=N)N3C(=NC2=O)SN=C3S(C)(=O)=O)cc1 | 3.8% | -7% | -23% | 7% | -6%
CC(=O)Nc1ccc(OCC=C(Cl)Cl)cc1 | 0.3% | -10% | 9% | ? | 56%
CCC(C)NC(=O)CN1c2cccc3cccc(c23)S1(=O)=O (stereo not given) | 2.2% | 7% | -4% | -3% | -5%
Cc1cccc(Cl)c1NC(=O)N1CCCN(c2nc3ccc(Cl)cc3s2)CC1 | 3.2% | -3% | -17% | 31% | 6%
CCOC(=O)c1sc2nccc(N(C)C)c2c1N=CN(C)C | 1.2% | 6% | -5% | -10% | 0%
COc1ccc(CN2C(=O)CCC2(C)C(=O)NC2CCCCC2)c(OC)c1 (stereo not given) | 2.6% | -6% | 8% | 5% | 12%
C/C(CCc1c[nH]c2ccccc12)=N\O | 0.2% | 3% | -8% | 3% | 8%
COc1cccc(OC)c1C(=O)Nc1nc2ccc([N+](=O)[O-])cc2s1 | 0.8% | -5% | 12% | -3% | 0%
c1ccc(-c2cc(-c3ccc(N4CCOCC4)cc3)nc3ccccc23)cc1 | 1.3% | 0% | -15% | · | 10%
Cc1nn(-c2ccc(C(F)(F)F)cn2)c(C)c1Oc1ccccc1O | 5.4% | -7% | -8% | 27% | -1%
CCCCN(C)C(=O)CC(NS(=O)(=O)c1ccc(NC(C)=O)cc1)C(C)C (stereo not given) | 1.4% | 0% | -3% | 0% | 5%
CCOC(=O)c1c(N)sn(-c2ccccc2)c1=S | 1.8% | 4% | -17% | -7% | -5%

Screening data: PubChem BioAssay, Southern Research Specialized Biocontainment Screening Center
